Screens (PubChem)
MITF TRPM1 HTS = activators of MITF-driven TRPM1 promoter reporter, primary screen, cell-based, SK-MEL-5, luciferase, single point; SK-MEL-5 TRPM1-promoter luciferase, 24 h; % of positive control, neutral wells = 0; activation, % at 12.5 µM; 300,000 tested, 0.75% active; AID 588334, 2011;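 active = mean activation of at least 80% with every replicate also reaching 80%; inconclusive = mean reaches 80% but some replicate falls short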;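 also: 0% = neutral control wells and 100% = parthenolide positive control wells; values of inactives mirror those of a sister screen read the other way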
Wnt bcat act = Wnt/beta-catenin pathway activators, primary screen, cell-based, plate reader, single point; Wnt/beta-catenin reporter cell assay, activator; activation, % at 9.35 µM; 300,000 tested, 1.2% active; in the data active = activation above about 30%, passing the limit was not always enough; inconclusive = no clear call, values can overlap the other calls;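 also: 0% = neutral control wells and 100% = positive control wells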
SR-BI DiI inh = inhibitors of SR-BI mediated HDL lipid uptake, primary screen, ldlA[mSR-BI] cells, fluorescence, single point; Scavenger receptor class B member 1 (Mus musculus), Q61009; ldlA[mSR-BI] CHO cells, DiI-HDL uptake fluorescence, 3 h; inhibition, % at 12.5 µM; 320,000 tested, 0.96% active;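 active = mean replicate inhibition of at least 70% and a set share of replicates each scoring 70 or more; inconclusive = meets just one of the two criteria; inactive = fails both criteria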;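 also: 0% = median of neutral control wells and 100% = median of positive control wells; values of inactives mirror those of a sister screen read the other way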
HTR5A ag = HTR5A agonists in luminescence cell assay, primary screen, counter-screen for OPRM1-OPRD1 heterodimer agonist project, full-deck HTS | cell-based | activation, % at 9.3 µM | 340,000 tested, 0.61% active | AID 504692, 2011; in the data active = activation mostly above about 9.5%, no sharp cut-off; inactive = mostly below about 7.6%;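 also: 0% = cells with vehicle only and 100% = reference agonist; strong numbers were not always called active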
HTR5A inv ag = HTR5A inverse agonists in luminescence cell assay, primary screen, counter-screen for OPRM1-OPRD1 heterodimer inverse agonist project, full-deck HTS | 5-hydroxytryptamine receptor 5A (Homo sapiens), P47898 | HTR5A cell line, inverse agonism | AID 504634, 2011 | 340,000 tested, 0.083% active | inhibition, % at 9.3 µM; in the data active = inhibition mostly above about 23%, no sharp cut-off; inactive = mostly below about 18%;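 also: 0% = cells with DMSO and 100% = no-cell wells with DMSO; some compounds called inactive have numbers as strong as hits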
dFosB activator = activators of delta FosB homodimer, primary screen, biochemical, fluorescence polarization, TAMRA-CDK5 oligo, single point | Protein FosB (Mus musculus), P13346 | purified delta FosB; percent of positive-control signal above neutral wells | activation, % at 25 µM | 340,000 tested, 0.99% active | AID 493131, 2011;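 active = mean activation above about 17%, with every replicate also reaching it, limit read from the data, passing the limit was not always enough; inconclusive = only one of the two conditions met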;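 also: fluorescence polarization rise as delta FosB binds a TAMRA Cdk5 AP-1 oligo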
V-ATPase pH = regulators of yeast V-ATPase proton pumping, primary screen, pHLuorin cytosolic pH fluorescence | S. cerevisiae | response, % at 10 µM | 350,000 tested, 0.37% active | AID 504577, 2011; in the data active = response mostly above about 7.3%, no sharp cut-off; inactive = mostly below about 5.4%; also: actives read high; inactives centre near 0; some compounds called inactive have numbers as strong as hits; reference of the scale not given here
PvdQ inh = P. aeruginosa PvdQ acylase inhibitors, primary screen, biochemical, fluorescence, plate reader and imaging, single point; PvdQ acylase [Pseudomonas aeruginosa LESB58]; purified PvdQ acylase; inhibition, % at 10 µM; 340,000 tested, 0.063% active; AID 488965, 2010; in the data active = inhibition above about 30%, passing the limit was not always enough; inconclusive = no clear call, values can overlap the other calls;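 also: 0% = vehicle neutral wells and 100% = reference inhibitor wells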
CDK5 inh = inhibitors of human CDK5/p35 kinase, primary screen, biochemical, single concentration; Cyclin-dependent kinase 5 (Homo sapiens) + Cyclin-dependent kinase 5 activator 1 (Homo …; Recombinant CDK5/p35, ADP-Glo luminescence, 60 min; inhibition, % at 10 µM; 330,000 tested, 0.01% active; AID 488839, 2010;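 active = highest replicate inhibition of at least 50% and at least 75% of replicates reaching 50%; inconclusive = only one of the two criteria met; inactive = both criteria failed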;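 also: plate controls were DMSO neutral control for no effect and GW8510 at 10 µM for full effect; many of its hits are not listed in these tables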
NSD2 HMT inh = NSD2 histone methyltransferase inhibitors, primary screen, biochemical, AlphaScreen, single concentration, set 2; 310,000 tested, 0.54% active; inhibition, % at 12.5 µM; NSD2 peptide methylation, 120 min; Histone-lysine N-methyltransferase NSD2 (Homo sapiens), O96028; in the data active = inhibition above about 50%
Target sequence (O96028 whole entry, looked up): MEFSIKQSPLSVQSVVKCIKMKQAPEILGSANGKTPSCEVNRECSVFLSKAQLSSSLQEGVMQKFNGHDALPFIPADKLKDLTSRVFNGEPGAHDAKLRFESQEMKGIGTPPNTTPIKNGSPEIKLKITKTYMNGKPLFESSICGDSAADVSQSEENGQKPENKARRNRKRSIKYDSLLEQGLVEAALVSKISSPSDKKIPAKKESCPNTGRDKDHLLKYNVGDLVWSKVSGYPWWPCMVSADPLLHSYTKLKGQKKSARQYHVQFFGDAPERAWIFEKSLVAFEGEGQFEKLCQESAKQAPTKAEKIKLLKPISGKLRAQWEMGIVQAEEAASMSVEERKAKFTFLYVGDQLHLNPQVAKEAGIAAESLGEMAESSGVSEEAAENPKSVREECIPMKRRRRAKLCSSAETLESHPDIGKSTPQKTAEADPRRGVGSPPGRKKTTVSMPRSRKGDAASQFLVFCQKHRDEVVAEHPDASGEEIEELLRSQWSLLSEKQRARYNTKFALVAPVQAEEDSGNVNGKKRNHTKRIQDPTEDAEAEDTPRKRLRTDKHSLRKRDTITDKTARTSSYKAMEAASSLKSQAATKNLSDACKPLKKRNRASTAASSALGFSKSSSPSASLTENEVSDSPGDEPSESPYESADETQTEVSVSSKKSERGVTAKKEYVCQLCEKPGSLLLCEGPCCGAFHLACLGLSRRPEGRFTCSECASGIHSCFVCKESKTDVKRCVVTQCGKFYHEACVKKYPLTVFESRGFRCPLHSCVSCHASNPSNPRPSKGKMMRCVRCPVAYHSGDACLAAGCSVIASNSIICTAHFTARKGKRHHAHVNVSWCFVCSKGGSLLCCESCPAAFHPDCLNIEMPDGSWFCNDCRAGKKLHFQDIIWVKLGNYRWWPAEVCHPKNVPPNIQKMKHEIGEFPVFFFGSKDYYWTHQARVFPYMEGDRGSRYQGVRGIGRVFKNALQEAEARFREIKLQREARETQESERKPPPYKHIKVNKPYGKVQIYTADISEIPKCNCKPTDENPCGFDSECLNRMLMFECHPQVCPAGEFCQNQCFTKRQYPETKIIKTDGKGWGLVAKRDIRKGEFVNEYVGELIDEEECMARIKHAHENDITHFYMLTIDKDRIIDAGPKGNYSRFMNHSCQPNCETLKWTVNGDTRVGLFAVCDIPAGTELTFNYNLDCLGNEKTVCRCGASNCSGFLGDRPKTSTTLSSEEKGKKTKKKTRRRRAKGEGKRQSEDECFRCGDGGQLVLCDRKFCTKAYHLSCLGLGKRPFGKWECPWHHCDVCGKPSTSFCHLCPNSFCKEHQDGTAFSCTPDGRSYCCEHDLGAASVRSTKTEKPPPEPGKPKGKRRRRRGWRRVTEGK
Active calls of the source: *; ? = inconclusive; · = not tested or not shown.

SMILES | MITF TRPM1 HTS | Wnt bcat act | SR-BI DiI inh | HTR5A ag | HTR5A inv ag | dFosB activator | V-ATPase pH | PvdQ inh | CDK5 inh | NSD2 HMT inh
O=[N+]([O-])c1ccc(Oc2cc(NC3CCCCCCC3)c([N+](=O)[O-])cc2[N+](=O)[O-])cc1 | 2 | -4 | -11 | 0 | -3 | -8 | 5 | -5 | 0.1 | ·
O=C1NC2(CCCCC2)C(=O)N1c1ccccc1 | -4 | -2 | -11 | 3 | -3 | 11 | 0 | -14 | 1.4 | 4
Cc1ccccc1CSc1nnc([C@@H]2CCCN2)o1 | · | 0 | -2 | 5 | -26 | -9 | 9 | 1 | 0.8 | 1
CCCCn1c(CCC(=O)O)ccc1-c1cccs1 | -12 | -1 | · | 10 | -28 | 12 | 0 | -1 | 1.3 | ·
CSC(=O)NC12CC3CC(CC(C)(C3)C1)C2 | -10 | · | 20 | -1 | -38 | 6 | 1 | 0 | -1.4 | 5
COc1nc(NCC(C)C)nc(Oc2ccc(=O)n(-c3ccccc3)n2)n1 | · | 2 | -6 | 3 | -12 | -6 | -2 | -3 | -2.0 | ·
COC(=O)C(=Cc1ccc(-c2ccsc2C(=O)OC)o1)C(=O)OC | 55 | 0 | 24 | 4 | -1 | 3 | -4 | -8 | 0.5 | 1
CC1CCN(S(=O)(=O)c2ccc(C(=O)NNC(=O)C3CC3)cc2)CC1 | 4 | 0 | 1 | 1 | -2 | -8 | -1 | 4 | -0.7 | -2
CC1CCN(S(=O)(=O)c2ccc3c(ccn3CC(=O)O)c2)CC1 | 7 | 0 | -16 | 9.9* | -37 | 1 | -2 | -14 | -0.4 | 0
CCOc1ccccc1CNc1ccc(N2CCOCC2)c(C(=O)O)c1 | -4 | -1 | 17 | 4 | -31 | -1 | -2 | -4 | -0.9 | 2
COc1ccc(CCNC(=O)CCC(=O)NC2CCCC(C)C2C)cc1OC (stereo not drawn) | · | -2 | -9 | -1 | 5 | -6 | -1 | 2 | 0.9 | 0
O=C(N/N=C1\CCCc2ccccc21)c1cccc(Br)c1 | 53 | -7 | 27 | 6 | -9 | -9 | -1 | -6 | -1.0 | 1
CC(=O)N1c2ccc(S(=O)(=O)N3CCC(C(=O)NCc4ccc(N(C)C)cc4)CC3)cc2CC1C (stereo not drawn) | 1 | 1 | 7 | 5 | 13 | -3 | -3 | -1 | 1.0 | 2
COc1ccc(C(=O)C[n+]2ccc3c(c2)nc(-c2ccccc2)n3C)cc1 | -13 | · | -11 | -2 | 11 | -15 | 0 | -1 | · | 5
COc1cccc(NC(=O)COC(=O)c2cc(S(=O)(=O)N3CCOCC3)ccc2C)c1 | -3 | -5 | 0 | 2 | -20 | -7 | 6 | -14 | 1.6 | -2
CCCCNc1c([N+](=O)[O-])cc(C(=O)O)cc1[N+](=O)[O-] | -2 | · | 1 | -1 | -2 | -3 | 1 | 11 | 1.5 | -4
COc1cc2[nH]c(=S)n(CCCN3CCOCC3)c(=O)c2cc1OC | 7 | · | -20 | -7 | 18 | 5 | 1 | 4 | 0.5 | 1
CCN(C(=O)c1cc2ccccc2oc1=O)c1cccc(C)c1 | 17 | · | 13 | 2 | 26 | -5 | -1 | -10 | 0.5 | -4
COc1cc(/C=C2/N=C(C3CCCCC3)OC2=O)cc(OC)c1OC | 0 | · | -29 | 3 | -7 | -6 | 0 | -12 | -1.1 | 1
CC(C)CNC(=O)c1ccc2c(c1)C(=O)N(C1CCCCC1)C2=O | -11 | 1 | 25 | 3 | -8 | -6 | 8 | 9 | 1.0 | -1
COCCCNC(=O)c1cn(-c2cccc(OC)c2)c(=O)c2ccccc12 | · | -2 | -1 | 2 | -8 | -8 | 2 | -13 | 1.6 | 0
COc1cc(C(=O)N2CCN(S(=O)(=O)c3ccc(C)cc3C)CC2)ccc1OCC(=O)N1CCOCC1 | 2 | -3 | 33 | 4 | -10 | -9 | -6 | -15 | 0.6 | -4
Cc1cccc(OCCNC(=S)NC(=O)c2cccnc2)c1 | 4 | -3 | -5 | -2 | 30 | 5 | -3 | -4 | 0.9 | -2
COc1ccc(NC(=O)c2ccc(-c3ccc(OC)cc3)s2)cc1 | 15 | 0 | 4 | -3 | 9 | -3 | 3 | 6 | 6.2 | ·
O=C(CS(=O)CC(=O)Nc1cccnc1)Nc1ccc(F)cc1 (stereo not drawn) | 1 | -1 | -3 | 1 | 9 | 3 | -2 | -4 | -2.3 | 1
O=[N+]([O-])c1ccc(NCc2ccccc2N2CCC(CO)CC2)nc1 | 3 | 16 | -1 | 1 | -4 | -5 | 0 | -7 | 0.4 | 0
Cc1cc(N(CN2CCCC2=O)C(=O)c2ccc(F)cc2)no1 | -5 | -1 | 19 | 0 | 0 | -1 | -1 | -14 | 2.7 | -1
Cc1ccc(C(=O)Nn2cnnc2)cc1[N+](=O)[O-] | -15 | 1 | -19 | 0 | 5 | 0 | -1 | -10 | -1.2 | -1
Cc1ccc(/C=C2\Oc3cc(OC(=O)N4CCOCC4)ccc3C2=O)cc1 | 3 | -1 | -47 | 4 | -17 | -4 | 1 | -8 | -1.5 | -1
CCn1c(SCC(=O)Nc2ccccc2C(=O)OC)nnc1-c1cccc(C)c1 | -10 | · | 23 | 4 | -4 | -11 | -2 | -7 | 1.2 | 25
O=C(COC(=O)c1cc(=O)[nH]c2ccccc12)NCCc1ccccc1 | -5 | 3 | 40 | 0 | 1 | 4 | 0 | -5 | 0.2 | 1
CN(Cc1cccnc1)C(=O)c1ccc2nc(Cc3ccccc3F)oc2c1 | 41 | 9 | 4 | 1 | -7 | -3 | 3 | -8 | -0.6 | -6
COc1ccccc1-c1noc(CSc2nc(N)cc(=O)[nH]2)n1 | 11 | 0 | -8 | 0 | 1 | -2 | -7 | -10 | -1.1 | -1
COc1ccc(S(=O)(=O)N2CCCCC2)cc1NC(=O)CCNC(=O)c1ccc(Br)cc1 | -13 | 0 | 18 | 5 | -14 | -10 | 2 | 1 | 0.4 | -2
O=C(O)c1nccnc1C(=O)NCc1csc2ccc(Cl)cc12 | · | -1 | -8 | · | · | 7 | 5 | -7 | -1.3 | -1
O=C(O)c1nc(N2CCCC2)ncc1Cl | -6 | -5 | -22 | -1 | 7 | -4 | -4 | -5 | 0.4 | 0
Clc1ccc(C[n+]2cc(-c3ccc(Cl)cc3)n3c2CCC3)cc1 | -44 | 0 | -19 | 3 | 8 | 3 | -3 | -17 | 1.7 | 0
O=C(Nc1ccccc1)C1=C[C@H](c2ccc(C(F)(F)F)cc2)C[C@H](OCCCCO)O1 | 42 | 10 | 23 | 9 | -25 | -3 | 6 | 19 | 0.8 | ·
O=S1(=O)N=C(N(CCO)/N=C/c2ccc(Cl)cc2)c2ccccc21 | 4 | 2 | 17 | -1 | 5 | -4 | 2 | -8 | -0.8 | 2
Cc1occc1C(=O)NN1C(=O)C2C3CCC(O3)C2C1=O (stereo not drawn) | -3 | -1 | -35 | 3 | 10 | -5 | 3 | 4 | · | -2
CCOc1ccc(OCC)c(NC(=O)CCSCCc2ccccn2)c1 | 10 | 15 | 8 | 5 | -17 | -6 | 1 | -7 | 0.7 | -1
C/C=C/Cn1c(SC)nc2c1c(=O)[nH]c(=O)n2C | 0 | -1 | -12 | -5 | -9 | 9 | -4 | -1 | 1.2 | 0
CC(C)CCNC(=O)NC(=O)COC(=O)/C=C/c1cnc2ccccc2n1 | · | -2 | 9 | 2 | -6 | -2 | 5 | -4 | -0.3 | -1
COc1cccc(-n2nnnc2SCC(=O)NC2CCCCC2)c1 | 0 | 0 | · | 7 | -20 | -3 | 1 | -20 | -1.1 | 21
CC(C)NC(=O)C1CCN(C2CCN(Cc3ccc4cccc(F)c4n3)CC2)CC1 | -10 | -2 | · | 1 | -3 | -8 | 2 | -8 | -0.5 | ·
CC1CCC(NC(=O)CN2C(=O)NC(C)(C)C2=O)CC1 (stereo not drawn) | -2 | 0 | -13 | 0 | -12 | -5 | 2 | -6 | -0.2 | -1
Cn1c(N)c(C(=O)CCl)c(=O)n(C)c1=O | -8 | -1 | 0 | 8 | -22 | 0 | -1 | -7 | -3.1 | ·
CCOC(=O)CSC1=NC(=O)/C(=C/c2ccc(Br)cc2)S1 | -54 | -2 | -6 | -4 | 11 | -10 | 2 | -3 | -0.9 | -2
O=C(O)CSCC(=O)Nc1ccccc1 | -5 | -1 | -36 | -5 | -5 | 3 | -1 | 4 | -1.4 | 1
Cc1cc2c(=O)oc(-c3ccccc3Br)nc2s1 | -1 | 0 | -7 | 5 | 0 | -12 | 1 | -6 | -2.4 | -4
O=C(O)c1cccc(NC(=O)c2cccc(S(=O)(=O)Nc3cccc([N+](=O)[O-])c3)c2)c1 | · | 0 | -22 | 3 | -4 | 6 | 2 | -7 | 0.1 | -1
O=C(Nc1ccc(NC(=O)c2cccs2)cn1)c1ccccc1 | ? | 44* | 16 | 6 | 15 | 6 | -3 | -7 | 0.5 | -2
COc1cc(C=O)ccc1OC(=O)c1ccc(C(C)C)cc1 | 4 | -1 | -11 | -2 | 4 | -19 | -3 | -1 | 0.8 | 10
CC1(C)OC(=O)C(=NNc2ccccc2)C(=O)O1 | 12 | · | -17 | 4 | 21 | 4 | 0 | 2 | -1.5 | 11
CCCOc1c(OC)cccc1C1CC(=O)Nc2cc(OC)c(OC)c(OC)c21 (stereo not drawn) | -1 | 0 | · | -1 | 2 | -17 | · | 3 | -0.8 | 2
COc1cc2cc(CN(C(=O)Nc3ccccc3)C3CCCC3)c(=O)[nH]c2cc1OC | -9 | · | -18 | -3 | -34 | -6 | 7 | -3 | -3.0 | 0
CCOC(=O)c1sc2nc(C(C)C)c3c(c2c1N)CCC3 | 15 | 3 | 12 | -1 | 12 | -12 | 7 | -17 | -1.2 | -4
COCCCNC(=O)c1ccc2nc3ccccc3c(=O)n2c1 | 7 | · | -20 | 4 | -1 | -10 | 0 | -11 | 1.8 | -3
NC(=O)CC(NC(=O)Cc1ccc(Br)cc1)c1ccc(NCCN2CCCCC2)c([N+](=O)[O-])c1 (stereo not drawn) | 11 | -1 | -23 | -2 | 1 | -2 | -2 | -8 | 0.7 | ·
CCN(C(=O)Cn1c(=O)oc2ccccc21)c1ccc(C)c(C)c1 | 1 | 0 | 14 | -2 | 9 | 1 | 0 | 2 | 1.7 | ·
